Screens: PubChem, several laboratories
Calpain2 inh: calpain II (pig) inhibition; purified calpain II, fluorogenic peptide substrate, 30 min; inhibition, % at 16 µM; 0.37% of 220,000 active;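 active means inhibition above about 50%, limit read from the data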
S1P4 ag: activates the human S1P4 receptor | O95977 | S1P4-expressing cell line, agonist reporter assay | activation, % at 4.98 µM | 0.35% of 220,000 active; in the data active means activation above about 11%;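 further: 0% = DMSO vehicle and 100% = reference agonist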
Target sequence (O95977 whole entry, looked up): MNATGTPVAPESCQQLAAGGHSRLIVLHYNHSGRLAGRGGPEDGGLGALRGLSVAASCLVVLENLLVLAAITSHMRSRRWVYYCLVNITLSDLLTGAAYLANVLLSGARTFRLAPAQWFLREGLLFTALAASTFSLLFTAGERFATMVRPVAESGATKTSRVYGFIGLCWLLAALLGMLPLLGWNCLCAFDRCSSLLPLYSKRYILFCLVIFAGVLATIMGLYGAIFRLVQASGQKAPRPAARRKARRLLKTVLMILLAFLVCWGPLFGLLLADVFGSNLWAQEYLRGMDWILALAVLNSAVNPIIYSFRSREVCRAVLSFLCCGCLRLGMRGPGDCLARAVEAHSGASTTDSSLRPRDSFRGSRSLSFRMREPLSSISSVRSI
EP2 modulator: EP2 receptor (human) modulation | EP2-expressing cells, cAMP HTRF FRET, PGE2 co-stimulation | induction, % at 25 µM | 0.83% of 260,000 active;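 active means compounds whose cAMP rise, as percent of the full-agonist control response, exceeds 60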;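 further: rat C6 glioma line stably carrying human EP2 under a CMV promoter; the protocol text gives 20 µM as final concentration; 100% = response of wells given 1 µM PGE2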
BaF3 parental: counter-screen for JAK2V617F inhibitors: parental Ba/F3 viability inhibitors | CellTiter-Glo ATP luminescence | AID 1486 | 1.1% of 220,000 active | inhibition, % at 5.6 µM;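 active means inhibition above a per-campaign cutoff, the mean inhibition of all tested compounds plus 3 SD, cut at about 27% in these data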;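 further: 0% = DMSO wells and 100% = JAK Inhibitor I control wells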
PERK inh: human PERK inhibition, primary cell-based screen; Q9NZJ5; 0.17% of 220,000 active; CHO PERK-DD fusion, SEAP luminescence translation reporter; inhibition, % at 5.6 µM;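 active means inhibition above the mean inhibition of all tested compounds plus 3 SD, set separately per screening campaign, cut at about 2.9% in these data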;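 further: PERK kinase domain activated by AP20187 dimerizer at 100 nM; 0% = DMSO with dimerizer and 100% = rapamycin at 8.4 µM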
TRPML3 ag: agonists of human TRPML3 channel | AID 1448 | Q8TDD5 | 0.29% of 220,000 active | activation, % at 3 µM | HEK293 TRPML3-YFP, Fluo-8 calcium fluorescence; 100% = the carbachol control signal;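 active means activation above its plate's cutoff, the mean activation of the plate's test wells plus 3 SD, cut at about 12% in these data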;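 further: 0% = DMSO only wells and 100% = carbachol wells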
Target sequence (Q8TDD5 whole entry, looked up): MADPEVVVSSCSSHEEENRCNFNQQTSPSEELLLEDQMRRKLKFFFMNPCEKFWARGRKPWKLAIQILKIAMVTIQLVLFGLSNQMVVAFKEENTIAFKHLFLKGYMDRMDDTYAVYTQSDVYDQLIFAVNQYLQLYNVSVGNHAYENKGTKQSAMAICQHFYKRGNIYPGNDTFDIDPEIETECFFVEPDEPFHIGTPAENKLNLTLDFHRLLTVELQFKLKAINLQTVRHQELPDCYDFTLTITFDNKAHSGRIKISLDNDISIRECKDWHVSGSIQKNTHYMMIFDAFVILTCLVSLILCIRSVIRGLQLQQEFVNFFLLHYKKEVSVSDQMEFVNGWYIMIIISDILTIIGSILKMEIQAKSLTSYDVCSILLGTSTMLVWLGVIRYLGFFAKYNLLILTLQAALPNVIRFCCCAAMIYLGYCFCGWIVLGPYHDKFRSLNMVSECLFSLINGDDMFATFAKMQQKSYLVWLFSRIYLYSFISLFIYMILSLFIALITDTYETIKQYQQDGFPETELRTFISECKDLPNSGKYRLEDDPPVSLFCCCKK
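Test system – HEK293 line with stable expression of human TRPML3-YFP channel · Control set – carbachol 87 µM final as high control (100%), DMSO as low control (0%) · Signal – Fluo-8 calcium dye fluorescence, ex 470-495, em 515-575 nm · Incubation – 1-h 37 °C dye load, 5-s basal, 120-s post-compound reads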
TRPN1 ag: activates the zebrafish TRPN1 channel; HEK293 zebrafish TRPN1-YFP, Fluo-8 calcium fluorescence; 100% = response to 87 µM carbachol; activation, % at 3 µM; 0.18% of 220,000 active; AID 1424;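 active means activation above its plate's cutoff, the mean activation of test wells on that plate plus 3 SD, cut at about 19% in these data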;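 further: 0% = DMSO alone and 100% = 87 µM carbachol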
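System: zebrafish TRPN1-YFP in HEK293 cells / Dosing: 3 µM single point / Timing: dye loading 1 h at 37 °C, then 30 min room temperature / Signal: Fluo-8 calcium fluorescence, excitation 470-495 nm, emission 515-575 nm / Read-out basis: percent activation from peak over basal fluorescence ratio, control-normalized / Control set: high carbachol 87 µM, low DMSO alone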
S1P4 antagonist: human S1P4 receptor antagonism. AID 1510. O95977. 0.26% of 220,000 active. S1P4-expressing cells, antagonist mode, reporter read-out. inhibition, % at 4.98 µM; in the data active means inhibition above about 29%;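 further: 0% = wells stimulated with agonist and 100% = vehicle wells without agonist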
Ba/F3 V617F tox: lowers viability of Ba/F3 cells expressing EpoR and JAK2V617F | ATP luminescence | inhibition, % at 5.6 µM | 1.1% of 220,000 active;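 active means inhibition above the campaign mean plus 3 SD over all tested compounds, cut at about 24% in these data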;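 further: cytokine-independent growth of Ba/F3 cells driven by EpoR plus mutant JAK2; 0% = DMSO-treated cells and 100% = JAK inhibitor I control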
* hit, by the source's call; & = joins results of further samples. Outcome played no part in choosing rows (roughly 3.6% active in at least one column).

SMILES	Calpain2 inh	S1P4 ag	EP2 modulator	BaF3 parental	PERK inh	TRPML3 ag	TRPN1 ag	S1P4 antagonist	Ba/F3 V617F tox
COc1ccccc1NC(=O)c1ccc(S(=O)(=O)N(C)C)cc1	4	-1.2	-26	4	0.4	0.3	0.9	-33	-6
CC(C)[C@@H](C(=O)N1CCN(C(=O)OC(C)(C)C)CC1)n1cc(CCO)nn1	20	0.1	4	3	1.6	0.1	0.9	-12	0
O=C(NCCc1ccccc1)c1cc2ncc(Br)cn2n1	-54	-0.2	-3	1	0.0	-0.3	-1.2	-13	-6
Oc1ccc(-c2csc(NCc3ccco3)n2)cc1	8	0.6	-27&-84	4	0.1	-0.9	-1.4	4	0
CC(=O)c1c(C)[nH]c(C(=O)OC2CCOC2=O)c1C (configuration not stated)	-4	-0.3	19	3	-0.3	0.1	3.6	6	-2
CCc1ccccc1NS(=O)(=O)c1ccc2[nH]cc(C(=O)NC3CCCC3)c(=O)c2c1	-14	1.0	25	3	0.5	0.5	-0.4	0	1
O=C(NCCc1c[nH]c2ccccc12)C(=O)NCC1OCCCN1S(=O)(=O)c1cc(F)ccc1F (configuration not stated)	-22	-0.6	-51	0	1.0	3.0	2.5	-16	-3
CCCCN(C(=O)CSc1nnc(-c2ccco2)o1)c1c(N)n(Cc2ccccc2)c(=O)[nH]c1=O	-61	0.1	-2	0	1.7	0.9	0.5	-6	-4
c1cnc2c(c1)ccc1cccnc12	1&10	1.3&0.3	19&21&15&22	4&7	1.0&1.5	1.0&0.8	0.6&0.5	7&-17	7&3
CN(C)C(=O)/C(=C\c1ccc(-c2cccc([N+](=O)[O-])c2)o1)NC(=O)c1ccccc1	-16	1.9	24	4	0.8	0.1	-0.2	4	3
O=C(Cc1cc(=O)[nH]c(=O)[nH]1)N1CCN(C(=O)c2ccco2)CC1	-20	0.3	11	6	2.0	1.1	0.8	3	0
O=C(/C=C/c1ccc2c(c1)OCO2)NCC1CCCO1 (configuration not stated)	-67	1.5	0	10	0.4	0.3	0.6	-8	1
CCOc1cc(/C=C(\C#N)C(=O)NCc2cccnc2)ccc1O	-13	-0.6	19	0	1.1	0.7	0.3	-8	-3
CC12C=CC3(CN(Cc4ccccc4)C(=O)C3C1C(=O)NCc1ccco1)O2 (configuration not stated)	-4	0.5	20	5	1.0	0.0	-0.3	2	11
COc1cccc(N2C(=O)C3CCCN3C2c2ccc(F)cc2)c1 (configuration not stated)	19	-0.1	17	2	0.4	0.7	0.6	3	-2
CC(C)C(NC(=O)c1ccccc1)c1nnc(SCC(=O)Nc2nccs2)n1C (configuration not stated)	-2	-0.4	14	2	-0.9	-0.2	0.7	-14	1
CN(C)CCCNC(=S)Nc1ccc(Br)cc1	-14	0.8	-33	-9	-0.2	0.1	1.0	10	0
O=C(c1ccc(Br)cc1)c1cc([N+](=O)[O-])ccc1N1CCOCC1	4	-0.8	3	83*	0.5	0.5	0.3	4	80*
CC1CCCCN1C(=O)c1cnn2c(C(F)(F)F)cc(-c3ccco3)nc12 (configuration not stated)	-269	0.0	-5	1	-1.5	-0.4	-0.6	-10	-5
O=C(c1cc(S(=O)(=O)N2CCC3(CC2)OCCO3)ccc1F)N1CCCCC1	18	-1.1	-25	2	-0.2	1.2	1.2	-13	1
CC(c1nnc(SCn2nnc3ccccc3c2=O)n1-c1ccc(Cl)cc1)N(C)C (configuration not stated)	5	0.1	-2	-1	-0.8	-0.2	-0.4	-7	2
O=C(CC1Sc2ncnn2C1=O)Nc1ccc(Br)cc1 (configuration not stated)	-12	0.0	9	5	1.4	-0.1	-1.1	-9	-3
CN(Cc1ccccc1)C(=S)NC(=O)c1ccccc1	-8	1.2	-7	7	0.0	0.6	-1.5	4	0
COc1cc(C(=O)OC2CCCCC2=O)cc(OC)c1C (configuration not stated)	-31	2.1	16	4	-0.7	-1.1	-2.2	-27	0
CCOC(=O)CCCNC(=O)COC(=O)c1cccc(F)c1	5	1.9	-3	2	0.6	0.2	-0.3	-6	1
Cc1ccc(F)cc1NC(=O)N1CCCN(C(=O)OC(C)(C)C)CC1	-14	0.5	15	1	-0.9	0.4	-0.7	2	-5
CCOc1ccccc1NC(=O)c1cccc(NC(=O)C(C)C)c1	-6	0.2	2	3	0.5	1.4	0.8	-6	-2
COc1ccc(/C=C/C(=O)Nc2cc(C)on2)cc1	33	2.5	30	6	0.7	-0.4	-0.3	-16	1
Cc1nn(Cc2ccccc2)c(Cl)c1/C=C/C(=O)OCC(=O)N1CCCC1=O	-24	0.0	-7	6	1.3	1.0	0.7	-3	-3
COc1ccc(NC(=O)c2ccc(-c3ccccc3)cc2)cc1NS(=O)(=O)c1ccc(F)cc1	-98	-2.5	4	4	0.0	0.6	0.2	-18	1
CC(=O)c1ccc(OCC(=O)Nc2ccc3c(c2)CCC3)cc1	-9	-0.6	-24	5	1.3	0.6	0.1	-1	-1
O=C(CCC(=O)Nc1ccc(Br)cc1)N/N=C/c1cc([N+](=O)[O-])ccc1O	-13	1.4	-66	10	0.7	-0.1	0.2	-13	4
Cc1ccccc1C(=O)OC1OC(=O)C(Cl)=C1N1CCOCC1 (configuration not stated)	3	1.0	2	0	0.1	0.9	0.3	5	-4
CC(C)(C)NC(=O)C1Cc2ccccc2CN1C(=O)Nc1cccc(Cl)c1 (configuration not stated)	18	2.1	-10	6	0.2	-0.5	-0.7	-19	-1
COc1ccc(-n2c(C(C)n3nc(C)c([N+](=O)[O-])c3C)n[nH]c2=S)cc1 (configuration not stated)	11	-0.7	27	5	0.6	0.9	0.1	7	-2
COc1ccc2oc(-c3ccccc3[N+](=O)[O-])cc(=O)c2c1	23	0.4	-36	53*	-0.7	0.8	-0.1	-9	65*
C/C(N)=C(/C#N)C(=O)CSc1nc2scc(-c3ccccc3)c2c(=O)n1C	-13	1.4	-46	15	0.2	1.3	1.1	2	4
CCN(CC)S(=O)(=O)c1ccc(OC)c(NC(=O)c2cc3c(=O)n4ccccc4nc3s2)c1	-60	1.2	25	1	-0.1	0.6	0.2	-18	-3
S=C(Nc1ccccc1Cl)NC1CCC(NC(=S)Nc2ccccc2Cl)CC1 (configuration not stated)	7	1.2	7	0	2.1	1.5	0.8	5	0
Cc1cc(C)nc(NC(=O)c2ccc(Cl)cc2[N+](=O)[O-])c1	-2	-0.2	28	1	0.3	0.1	-2.2	5	1
COC(=O)c1sccc1NC(=O)CSc1ccccc1NC(=O)CNC(C)C	-11	1.0	28	4	0.4	0.7	0.6	-4	1
COc1ccc(Nc2nnc(SCc3cn4c(C)cccc4n3)s2)cc1	19	-1.5	-8	6	-0.1	-0.8	-1.7	-17	-1
CN(Cc1ccco1)C(=O)C(Cc1ccccc1)NS(=O)(=O)c1ccc2c(c1)CCC(=O)N2 (configuration not stated)	8	0.8	-34	6	0.9	0.5	2.0	-5	-1
CCOP(=O)(c1ccccc1)C(O)c1ccc(Br)cc1 (configuration not stated)	23	-0.7	-7	8	-0.8	-0.1	-1.4	-4	1
O=C(CSCc1ccccc1)Nc1ccc(Cl)cn1	-5	1.5	22	2	0.7	0.3	-0.9	-1	-2
COc1ccc(CN2CCNC(=O)C2CC(=O)N(C)Cc2ccon2)c(OC)c1 (configuration not stated)	-38	1.6	28	8	0.0	-0.2	0.6	-10	-2
COc1ccc2sc(/C=C/c3ccccc3O)[n+](C)c2c1	-13	0.3	-17	3	0.4	1.7	0.8	0	-1
O=C(NCc1ccccc1Cl)C1CCN(S(=O)(=O)c2ccc(F)cc2)CC1	-18	-1.6	-13	4	1.5	1.2	-0.3	-10	-3
O=C(Nc1c2n(c(=S)n(-c3ccccc3)c1=O)CCCCC2)c1ccccc1	-17	-1.6	22	7	-0.2	0.9	-0.8	5	1
CC(=O)NC(Nc1c(C)n(C)n(-c2ccccc2)c1=O)C(Cl)(Cl)Cl (configuration not stated)	-1	2.4	11	7	0.0	0.6	1.5	-14	4
CC1(C)Cc2c(C#N)c(NCCN3CCOCC3)nc(-c3ccccc3)c2CO1	-15	0.5	28	0	-2.0	0.4	2.3	-34	-1
COc1ccccc1-c1nnc(Nc2nc3c(OC)cccc3s2)o1	-200	1.2	-39	76*	-1.2	0.1	0.8	-8	72*
O=C(Cc1csc(Nc2nc(=S)[nH]c3ccccc23)n1)NCc1ccc(Cl)cc1	-42	-0.8	-2	1	1.1	0.7	-0.1	-8	-5
O=C(CN1CCCC1)N1CCCC(c2ccc(F)cc2)c2ccc(F)cc21 (configuration not stated)	15	-0.1	6	8	-0.5	-0.6	-0.5	-2	4
Cc1ccc2cc3cc(C(=O)N4CCCCCC4)oc3nc2c1	-90	1.7	12	6	-2.2	-0.9	0.1	-30	0
COc1ccccc1C1=NNC(=Nc2cccc(S(=O)(=O)N(C)C)c2)SC1	-106	2.3	-27	2	-0.2	0.3	-0.2	-21	-5
Cc1cc(=O)[nH]c(SCC(=O)NCCOc2ccccc2)n1	5	0.1	3	2	0.8	0.8	0.5	-16	-3
Cc1ccc2c(c1)C(=O)N(CCCCO)C2=O	13	-3.5	0	10	0.0	0.9	2.5	-7	5
COc1ccc(C2OC(=O)CC2C(=O)NC2CCCC(C)C2C)cc1OC (configuration not stated)	-33	-0.2	-9	3	-0.6	0.2	-0.7	-17	-3
Cc1ccc(-n2nnnc2SCC(=O)Nc2c(C)n(C)n(-c3ccccc3)c2=O)cc1	-8	0.0	31	0	-0.9	0.2	-0.5	10	-4

Additional records follow:
SMILES	Calpain2 inh	S1P4 ag	EP2 modulator	BaF3 parental	PERK inh	TRPML3 ag	TRPN1 ag	S1P4 antagonist	Ba/F3 V617F tox
Cc1ccc(-n2c3nc(=O)[nH]c(=O)c-3cc3cc([N+](=O)[O-])ccc32)cc1	-18	0.1	-17	7	-0.3	1.1	1.9	3	4
O=C(Nc1nccs1)NC1CCCCC1	-11	1.6	9&-30	4	0.9	0.1	-0.1	-6	0
Cc1ccc(O)c(C(=O)c2cnc3c(c2)c(=O)n(C)c(=O)n3C)c1	-11	0.4	36	10	0.8	0.6	-0.4	-27	0
CCC(=O)n1nc(-c2cccnc2)nc1NCc1ccc(OC)cc1	18	-1.1	38	-1	-0.3	0.8	-0.4	-23	1
O=C1CN2C(=N1)N(Cc1ccccc1)c1ccccc12	10	0.3	-4	3	0.1	0.7	0.7	-22	1
Cc1ccc(C)c(N2CCN(C(=O)c3ccc4nc(-c5ccco5)c(-c5ccco5)nc4c3)CC2)c1	-26	1.4	0	6	-0.4	0.1	0.5	-11	0
CC1CCN(C(=O)CCCC(=O)O)CC1	-5	3.4	24	4	-0.7	0.7	1.8	0	2
CC(C)C(=O)Nc1ccc(NC(=O)CCc2ccccc2)cn1	10	-5.2	-16&-39	1	0.6	-0.4	-1.1	-22	-5

Arranged by count of non-hydrogen atoms (ascending): part of the list above
SMILES	Calpain2 inh	S1P4 ag	EP2 modulator	BaF3 parental	PERK inh	TRPML3 ag	TRPN1 ag	S1P4 antagonist	Ba/F3 V617F tox
O=C(CC1Sc2ncnn2C1=O)Nc1ccc(Br)cc1 (configuration not stated)	-12	0.0	9	5	1.4	-0.1	-1.1	-9	-3
Cc1ccc(F)cc1NC(=O)N1CCCN(C(=O)OC(C)(C)C)CC1	-14	0.5	15	1	-0.9	0.4	-0.7	2	-5
CC1CCCCN1C(=O)c1cnn2c(C(F)(F)F)cc(-c3ccco3)nc12 (configuration not stated)	-269	0.0	-5	1	-1.5	-0.4	-0.6	-10	-5
